HEK293 tox – cytotoxicity in counter-screen for GLP-1R inverse agonists; Potency, µM (highest dose often 38.3 µM), for the others: top-dose activity change, negative = inhibition, usual class: inhibitors; HEK293 cAMP-luciferase reporter cells, luminescence, 24 h; actives 0.13% (n = 410,000);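 further: loss of luciferase light is scored as toxicity; potency means the concentration at half of the fitted maximal effect; on the % scale 0 is the no-effect control and ±100 the full control effect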
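MLSMR compounds, 24 hr on cells at 37 deg C/5% CO2; luminescence after luciferase reagent (12 min RT). Inhibition counted as the undesired cytotoxic outcome.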
EPAC1 antagonist – blocks human EPAC1 exchange factor; O95398; EPAC1 GEF assay, Rap1b-BODIPY-GDP exchange fluorescence; Potency, µM (highest dose often 115 µM), without a hit: top-dose activity change, negative = inhibition, actives largely listed as inhibitors; actives 0.14% (n = 360,000);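 further: potency means the concentration at half of the fitted maximal effect; plate controls were vehicle for no effect and positive control for full effect; nearly all actives have a fitted effect of over 50% in size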
GLP1R ag – GLP-1 receptor (human) agonism; P43220; HEK293 GLP-1R CRE-luciferase, luminescence, 4-6 h; cells express a hypersensitive GLP-1R form; Potency, µM (doses to about 45.6 µM), for the others: at the top dose activation, most hits filed as activators; actives 0.007% (n = 380,000); AID 624172; further: potency means the concentration at half of the fitted maximal effect; % of control where 0% means no effect
PI5P4Ka inh – PI5P4K alpha (human) kinase inhibition; P48426; PI5P4Kalpha enzyme, ADP-Glo luminescence, 60 min; hits give low values; max response, %; actives 1.2% (n = 330,000); AID 652105; active means max response of -50% or lower; inconclusive means between -30% and -50%; inactive means -30% or higher; further: value at the top dose of about 77 µM; on the % scale 0 is the no-effect control and ±100 the full control effect
Target sequence (P48426 whole entry, looked up): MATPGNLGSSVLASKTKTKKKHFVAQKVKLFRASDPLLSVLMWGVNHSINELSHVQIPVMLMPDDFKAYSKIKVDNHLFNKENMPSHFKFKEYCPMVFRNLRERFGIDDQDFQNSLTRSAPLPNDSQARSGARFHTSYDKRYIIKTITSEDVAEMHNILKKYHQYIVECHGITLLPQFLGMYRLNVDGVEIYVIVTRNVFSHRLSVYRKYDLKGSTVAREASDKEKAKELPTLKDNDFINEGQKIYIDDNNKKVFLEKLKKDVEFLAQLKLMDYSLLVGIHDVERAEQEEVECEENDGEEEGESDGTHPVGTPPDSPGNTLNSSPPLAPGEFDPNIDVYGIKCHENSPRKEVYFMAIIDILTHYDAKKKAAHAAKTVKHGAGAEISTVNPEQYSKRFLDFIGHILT
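PI5P4Kalpha ADP-Glo assay; 5 microM ATP final; 60 min RT reaction; HEPES pH 7.4/EGTA/CHAPS, 5% DMSO; controls lacking substrate or enzyme; luminescent end-point.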
EPAC1 ag – activates human EPAC1 exchange factor | EPAC1 agonist qHTS, biochemical assay; response scale: 100% = response to 6.5 mM cAMP | O95398 | AID 720707 | Potency, µM (series often up to 154 µM), for the others: top-dose activation, hits mostly activators | actives 0.073% (n = 360,000); further: potency means the concentration at half of the fitted maximal effect; nearly all actives have a fitted effect of over 60% in size
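EPAC1 100 nM, Rap1B–BODIPY-GDP 250 nM, unlabeled GDP 50 uM; compound titration; 5 min RT; kinetic read ex480/em540 at 5-min intervals ×30 min; data normalized to 6.5 mM cAMP agonist control.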
IL-2 act – activators of IL-2. IL-2 activation reporter assay, cell-based qHTS; stimulated with anti-CD3/CD4/CD28 beads; in transgenic mouse T cells. activation, % (series mostly up to about 46 µM). actives 0.065% (n = 360,000); in the data active means activation above about 50%; inconclusive means mostly about 30% to 49%; further: 0% is about no effect
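Unstimulated transgenic mouse T cells; 60-min compound exposure; bead-based TCR/CD4/CD28 stimulation; 18 h culture, 37 degrees C; dual fluorescence (EGFP, DsRed) plate cytometry.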
GLP-1R inv ag – inverse agonists of human GLP-1 receptor. P43220. HEK293 GLP-1R CRE-luciferase, luminescence, 24 h; GLP-1R form is constitutively active. Potency, µM (doses to about 38.3 µM), inactives show at the highest dose activity change, negative = inhibition, usual class: inhibitors. actives 1.6% (n = 410,000). AID 624417; further: potency means the concentration at half of the fitted maximal effect; on the % scale 0 is the no-effect control and ±100 the full control effect; nearly all actives have a fitted effect of over 55% in size
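Cells are plated, allowed 12 hours at 37 deg C, then treated with compounds for 24 hr before luciferase detection reagent is added and luminescence is read after 12 min at room temperature. The HEK293 line carries constitutively active GLP-1R with a cAMP-responsive reporter.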
PLK1 PBD inh – blocks phosphopeptide binding to human PLK1 polo-box domain; Plk1 PBD binding of FITC phosphopeptide, fluorescence polarization; actives 2.8% (n = 360,000); P53350; AID 720504; Potency, µM, without a hit: max response, negative = inhibition, usual class: inhibitors; further: potency means the concentration at half of the fitted maximal effect; series mostly up to about 57 µM; on the % scale 0 is the no-effect control and ±100 the full control effect; nearly all actives have a fitted effect of over 65% in size
PTHR1 ag – agonists of human PTHR1 parathyroid hormone receptor; Q03431; HEK293 GP2 PTHR1 cells, GloSensor cAMP luminescence, 1 h; Potency, µM (top dose mostly 115 µM), for inactives: at the highest dose activation, actives largely listed as activators; actives 0.075% (n = 410,000); further: potency means the concentration at half of the fitted maximal effect; nearly all actives have a fitted effect of over 55% in size; some results filed as inactive show a strong effect at the top dose; inactives centre near -15; many of its hits are not listed in these tables
Target sequence (Q03431 whole entry, looked up): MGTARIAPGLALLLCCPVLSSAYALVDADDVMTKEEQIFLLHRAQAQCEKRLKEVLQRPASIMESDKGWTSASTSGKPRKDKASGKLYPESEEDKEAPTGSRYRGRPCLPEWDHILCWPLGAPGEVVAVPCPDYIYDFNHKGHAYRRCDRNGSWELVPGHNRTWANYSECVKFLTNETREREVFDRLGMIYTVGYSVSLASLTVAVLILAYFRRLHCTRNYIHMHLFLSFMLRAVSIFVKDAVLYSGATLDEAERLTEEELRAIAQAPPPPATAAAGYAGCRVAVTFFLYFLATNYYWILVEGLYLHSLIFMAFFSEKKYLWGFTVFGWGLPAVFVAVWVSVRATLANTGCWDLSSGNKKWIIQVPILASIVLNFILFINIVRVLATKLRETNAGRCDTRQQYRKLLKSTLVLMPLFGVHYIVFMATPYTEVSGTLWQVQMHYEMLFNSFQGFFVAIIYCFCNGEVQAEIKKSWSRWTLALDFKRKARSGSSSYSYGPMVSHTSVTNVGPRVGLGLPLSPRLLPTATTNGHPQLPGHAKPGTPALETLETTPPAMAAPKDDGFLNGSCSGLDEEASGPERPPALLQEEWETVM
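HEK-293-derived GP2 cells expressing PTHR1 and a GloSensor cAMP reporter, 3,000/well, plated overnight, given luciferin plus IBMX (each 0.5 mM as added) for 1 h at 37 °C, then compound for 1 h at 37 °C. Luminescence was read after 15 min at room temperature.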
Starred values were filed as active, the others as inactive; i = inactive; ? = inconclusive; · = not tested or not shown; [ ] = another dose, or the depositor's remark. Unless noted, the call rests on the fitted dose curve; in most records, active means well fitted curve in the direction sought with a large enough effect; inconclusive means small, poorly fitted or top-dose-only effect, or another doubt; inactive means no such curve, though single readings can be large; an effect the other way counts as inactive or inconclusive. An excerpt, so the mix of outcomes need not match the whole.

SMILES	HEK293 tox	EPAC1 antagonist	GLP1R ag	PI5P4Ka inh	EPAC1 ag	IL-2 act	GLP-1R inv ag	PLK1 PBD inh	PTHR1 ag
CC(C)OC(=O)Cn1c(-c2ccccc2)c(-c2ccccc2)nnc1=O	7%	8%	23%	3	-1%	0.2	?	0%	-16%
C=CCN(C(=O)CN1CCCCC1)c1nc(-c2ccccc2)cs1	1%	-12%	10%	-4	13%	-5.7	-10%	-2%	-2%
O=C(OCC(=O)N1CCOCC1)c1cc(S(=O)(=O)N2CCOCC2)c(Cl)cc1Cl	-4%	3%	7%	-1	4%	0.8	5%	-1%	-10%
CC(C)[C@H](NC(=O)c1ccccc1)C(=O)NC1CCCCCCC1	1%	8%	-6%	4	-13%	0.3	15%	-3%	-4%
CCCc1nn(C)c(C(=O)Nc2cccc(Cl)c2)c1Cl	-7%	-7%	-1%	1	-6%	-3.4	?	6%	-21%
Cc1ccc(C(=O)Nc2nc3n(n2)C(c2ccccc2)CC(=O)N3)cc1 (stereo not drawn)	5%	-4%	2%	2	7%	-3.9	0%	-2%	i
COc1cccc(N2CCN(c3ncnc4c3nc3n4CCCCC3)CC2)c1	-14%	·	-10%	·	·	·	?	·	-93%[inhibitor]
O=C(c1cc(-c2ccncc2)nc2ccccc12)N1CCOCC1	-5%	11%	5%	-8	-3%	-5.0	16%	-6%	-15%
Cc1ccc(OCC(=O)NNC(=O)Cc2ccc(S(=O)(=O)N3CCOCC3)s2)cc1	-2%	-13%	2%	-61*	2%	-5.1	10%	-10%	-5%
CCCCN(Cc1cc2cccc(C)c2[nH]c1=O)S(C)(=O)=O	-4%	4%	4%	0	-7%	-2.7	-16%	-11%	16%
COc1cc(OC)c(NC(=O)CC(C)=O)cc1Cl	-9%	-6%	-5%	0	8%	0.3	-2%	-1%	i
COc1ccc(-c2nc(-c3ccccn3)no2)cc1	0%	4%	-8%	?	14%	-2.6	?	-21%	-32%
CCCC(O)(CCC)C(=O)NN(C(=O)CCl)c1ccccc1	-13%	-5%	-3%	-3	-1%	-4.3	?	-15%	-24%
CCOc1ccccc1NC(=O)Cn1c(=O)c2ccccc2n(CC)c1=O	10%	4%	4%	·	-3%	-1.6	11%	-5%	-7%[57.5 µM]
O=C(O)CN1C(=O)/C(=C\c2cccc(OC(=O)c3ccco3)c2)SC1=S	-9%	-8%	0%	5	4%	0.1	-11%	-21%	i
CCOc1ccc2nc(NC(=O)Cn3cnc4c3c(=O)n(C)c(=O)n4C)sc2c1	8%	0%	13%	·	-8%	-0.2	0%	-1%	i
Cc1ccccc1NC(=S)N1CCN(Cc2ccccc2)CC1	1%	-20%	18%	7	0%	-3.6	?	-25%	-21%
CCOc1cccc(C2/C(=C(/O)c3ccc4c(c3)CC(C)O4)C(=O)C(=O)N2Cc2cccnc2)c1 (stereo not drawn)	1%	6%	-3%	-3	-8%	-1.9	15%	1%	-18%
Cc1ccc(-n2c(C)cc(C(=O)CN3CCCCC3)c2C)cc1	-1%	-12%	4%	3	8%	-4.3	-14%	-5%	i
COc1cccc(-c2cc3nc4c(c(N5CCC6(CC5)OCCO6)n3n2)CCCC4)c1	-17%	-12%	14%	·	19%	-3.2	0%	-4%	i
Cc1cc(N)n2nc(C(F)(F)F)nc2n1	?	-8%	7%	3	4%	0.5	7%	-11%	-21%
COc1ccc(OC)c(S(=O)(=O)n2ccnc2C)c1	-12%	-6%	-4%	13	0%	-0.7	5%	-7%	-57%[inhibitor]
CC(=O)c1ccc(OCCCC(=O)Nc2cccc(S(=O)(=O)N3CCCCCC3)c2)cc1	-2%	-8%	8%	-4	-7%	-0.8	?	5%	-43%
O=C(CCC(=O)Nc1nnc(C2CCCCC2)s1)NCC1CCCO1 (stereo not drawn)	3%	0%	0%	-3	9%	-0.9	12%	-5%	i
Cc1ccc(N/C=C(\[N+](=O)[O-])S(=O)(=O)c2ccccc2)cc1	-5%[7.66 µM]	-6%	0%	8	2%	-0.8	-8%[7.66 µM]	-21%	-2%
CC(=O)OC1(C)C=Cc2ccccc2C1=NS(=O)(=O)c1ccccc1 (stereo not drawn)	-9%	11%	-3%	-5	-8%	-4.3	3%	-13%	-10%
OC[C@@H]1CN(Cc2ccccc2)C[C@H](n2cnc3c(Nc4ccccc4)ncnc32)O1	-3%	-11%	9%	-1	-1%	-0.5	33%[activator]	-12%	-18%
Cc1cccc(CN2CCN(c3nc4nonc4nc3NC3CC3)CC2=O)c1	2%	-1%	6%	-2	-4%	-1.2	-9%	-15%	-8%
O=C(c1cc(C2CC2)nn1-c1ccccc1)N1CCN(S(=O)(=O)c2cccc(F)c2)CC1	0%	-11%	4%	5	13%	0.5	?	-10%	-13%
CCOC(=O)C1(CCOc2ccccc2)CCN(Cc2cccs2)CC1	-5%	-3%	8%	-7	6%	-0.9	?	-5%	-7%
CN1C(=O)/C(=C/c2ccc(OCc3ccc(F)cc3)cc2)N(C)C1=S	-4%	12%	10%	10	6%	0.9	10%	-14%	-2%
COc1ccc(OC)c(NC(=O)c2cc(-c3cc(C)cc(C)c3O)n[nH]2)c1	7%	-7%	0%	0	1%	-1.7	8%	-3%	-1%
COc1ccc2[nH]c3c(c2c1)CCN1C(=O)N([C@@H](C)C(=O)NC2CCCC2)C(=O)[C@]31C	-9%	15%	6%	1	-17%	-0.2	15%	2%	-31%[inhibitor]
COc1ccc(NC(=O)N(CCC(C)C)C(C)c2ccccn2)c(OC)c1 (stereo not drawn)	-5%	-4%	6%	4	-17%	-4.7	?	-1%	-14%
Cc1cc(S(=O)(=O)N2CCN(Cc3ccc4c(c3)OCO4)CC2)cc(C)c1N1CCCC1=O	-1%	-17%	10%	-3	-10%	-3.5	-22%	-3%	-91%
COc1ccc(NC(=O)C2CCCN2C(=O)OCc2ccccc2)c(OC)c1 (stereo not drawn)	-28%	3%	0%	-4	12%	0.0	1%	-8%	i
O=C(CCn1c(=O)oc2ccccc21)Nc1ccc(N2CCOCC2)cc1	1%	3%	14%	-1	8%	-0.4	-11%	-2%	i
Cc1ccc(-c2nc3ccccc3s2)cc1S(=O)(=O)N1CCCC1	15%	8%	29%	·	11%	-1.5	?	-2%	-16%[57.5 µM]
COc1ccc(NS(=O)(=O)c2c(C)[nH]c(C)c2C(=O)N2CCCCC2)cc1Cl	-12%	?	1%	0	18%	0.4	?	-3%	i
COc1ccc(OC)c(/C=C2\SC(=S)N(NS(=O)(=O)c3ccc(C)cc3)C2=O)c1	-26%	56µM*	-3%	-67*	9%	0.9	?	27µM*	-4%
O=C(OCC(=O)N1CCCCCC1)c1ccc([N+](=O)[O-])cc1Cl	-1%	1%	13%	0	0%	-0.4	14%	2%	-11%
c1cc2c(cc1CNc1ccc(N3CCOCC3)cc1)OCO2	·	-4%	11%	·	0%	0.2	·	·	-64%[inhibitor]
CCC(C)[C@H]1CNCCN1CCC12CC3CC(CC(C3)C1)C2 (stereo partly drawn)	17%	10%	24%	2	1%	-2.1	-7%	-1%	10%
O=C(CCn1c(=S)oc2ccccc21)N1CCCCC1	?	28%	3%	-4	-5%	2.2	-15%	0%	i
O=C(CCc1ccccn1)N1CCCC(N2CCN(c3cccc(C(F)(F)F)c3)CC2)C1 (stereo not drawn)	-4%	12%	5%	-1	-8%	-1.5	-26%	1%	-23%
OCCNCCOc1ccccc1F	1%	15%	1%	-3	1%	-0.6	9%	-1%	i
Cc1cc(NC(=O)CCCN2C(=O)c3cccnc3C2=O)ccc1Br	7%	1%	4%	10	6%	-0.1	26%	-3%	i
Cn1c(C(=O)N2CCCC(C(=O)NCCCSC3CCCCC3)C2)cc2sccc21 (stereo not drawn)	-23%	-10%	-27%	1	10%	0.0	?	-11%	-5%
CC1=C(C(=O)N2CCOCC2)CC(CC(=O)NCCN2CCOCC2)C(=O)N1Cc1ccccc1 (stereo not drawn)	-2%	-3%	-2%	-3	14%	1.6	1%	-12%	-18%
COc1ccccc1Nc1nn2c(=O)c3ccc(C(=O)Nc4ccc(F)cc4)cc3nc2s1	3%	·	14%	·	·	·	0%	·	i

(list continues)
SMILES	HEK293 tox	EPAC1 antagonist	GLP1R ag	PI5P4Ka inh	EPAC1 ag	IL-2 act	GLP-1R inv ag	PLK1 PBD inh	PTHR1 ag
Cc1c(NC(=O)c2ccc(N(C)S(=O)(=O)c3ccccc3)cc2)c(=O)n(-c2ccccc2)n1C	1%[7.66 µM]	-7%	4%	-2	3%	-0.6	2%[7.66 µM]	-13%	-17%
CCc1noc(C)c1C(=O)N1CCCC1	-4%	-2%	1%	·	9%	-3.2	0%	-5%	i
CCOC(=O)c1cnc2nc[nH]n2c1=O	-7%	3%	-3%	-23	8%	-0.9	-5%	-1%	-25%
COc1ccc(-c2nc(CSCC(=O)N3CCc4ccccc43)c(C)o2)cc1OC	1%	-7%	1%	·	-2%	-1.1	0%	-15%	-15%
Cc1cc(=O)c2ccccc2[nH]1	2%	0%	1%	-3	-3%	1.2	0%	-14%	15%
CC(OC(=O)c1n[nH]c2ccccc12)C(=O)NC1CCCCC1C (stereo not drawn)	3%	-27%	0%	-8	-2%	1.9	?	-14%	-10%
COCCn1c(NCc2ccc(C)cc2)nc2c1c(=O)[nH]c(=O)n2C	-11%	-5%	3%	0	0%	1.0	25%	1%	-9%[57.5 µM]
O=C(NC1CCCCC1)c1ccc2snnc2c1	?	-4%	1%	0	11%	-1.0	-16%	2%	-11%

Compound activity deposited in PubChem BioAssay by National Center for Advancing Translational Sciences (NCATS).
